ASM inhibitor – Inhibitors of Secretory Acid Sphingomyelinase (S-ASM): qHTS; placental ASM, HMU-PC fluorogenic substrate, 60 min; 0.006% of 340,000 active; AID 504937, 2011; Potency, µM (doses to about 57.5 µM), inactives show at the top dose activity change, negative = inhibition, usual class: inhibitors; also: potency is read from the fitted curve at half-maximal effect
Target sequence (P17405 47-631 limits assumed): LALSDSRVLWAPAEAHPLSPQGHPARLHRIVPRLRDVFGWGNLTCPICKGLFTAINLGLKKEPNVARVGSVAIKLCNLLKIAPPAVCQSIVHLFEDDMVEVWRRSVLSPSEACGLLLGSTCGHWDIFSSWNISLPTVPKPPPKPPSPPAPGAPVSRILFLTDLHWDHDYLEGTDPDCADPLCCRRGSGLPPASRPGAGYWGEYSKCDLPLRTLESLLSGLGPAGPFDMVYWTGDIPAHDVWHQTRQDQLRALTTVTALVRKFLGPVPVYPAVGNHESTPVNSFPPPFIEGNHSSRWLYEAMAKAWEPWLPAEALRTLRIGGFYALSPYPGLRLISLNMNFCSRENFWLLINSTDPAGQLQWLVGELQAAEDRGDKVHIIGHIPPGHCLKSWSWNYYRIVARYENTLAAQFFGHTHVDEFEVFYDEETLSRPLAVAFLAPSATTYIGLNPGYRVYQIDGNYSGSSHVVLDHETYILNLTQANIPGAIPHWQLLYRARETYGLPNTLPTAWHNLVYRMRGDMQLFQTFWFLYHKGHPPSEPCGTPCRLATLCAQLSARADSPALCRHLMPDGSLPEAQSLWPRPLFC
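Fluorogenic HMU-PC substrate (9 uM final) is turned over by placental ASM in 60 min at 37 C after a 10 min compound preincubation. Reaction ended by alkaline stop (pH 10), with fluorescence read at 386/447 nm.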
Tb PFK block – qHTS Assay to Find Inhibitors of T. brucei phosphofructokinase; ATP-dependent 6-phosphofructokinase (Trypanosoma brucei brucei), O15648; T. brucei PFK, ADP-Glo luminescence; Potency, µM (series often up to 57.5 µM), without a hit: at the highest dose activity, negative = inhibition, actives largely listed as inhibitors; 0.17% of 330,000 active; AID 485367, 2010;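 also: potency is read from the fitted curve at half-maximal effect; 0% = uninhibited 1x PFK enzyme wells and -100% = no-enzyme wells; nearly all actives have a fitted effect of over 60% in size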
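Compounds were pin-transferred as a titration series up to 57 uM into substrate buffer (0.5 mM F6P, 0.1 mM ATP, pH 8.0), then 1.25 nM PFK was added and reactions ran 45 min before ADP-Glo detection.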
Eya2 phos inh – qHTS Assay for Inhibitors of the Phosphatase Activity of Eya2; Protein phosphatase EYA2 (Homo sapiens), O00167; recombinant Eya2, OMFP fluorescence dephosphorylation (OMFP is methylfluorescein phosphate); Potency, µM (titrated, usually from 76.9 µM), for the others: top-dose activity, negative = inhibition, hits mostly inhibitors; 0.006% of 330,000 active; AID 488837, 2010; also: potency is read from the fitted curve at half-maximal effect; % is scaled to controls: 0 for no effect and ±100 for the full control effect
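Eya2 (0.2 uM) preincubated 10 min at ambient with compound, then OMFP substrate added at 50 uM; 10 min reaction in 50 mM HEPES pH 7.5, 50 mM NaCl, 5 uM MgCl2, 0.05% BSA, 1 mM DTT. Fluorescence read at Ex 485/Em 525 nm.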
a7 integrin act – qHTS for Activators of Integrin-Mediated Alleviation for Muscular Dystrophy; alpha7betagal myoblasts, beta-gal FDG fluorescence, 48 h; Potency, µM (titrated, usually from 38.3 µM), without a hit: at the top dose activation, most hits filed as activators; 0.064% of 350,000 active; AID 624291, 2012;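 also: potency is read from the fitted curve at half-maximal effect; 100% = response of the positive control SU9516; nearly all actives have a fitted effect of over 60% in size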
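alpha7betagal+/- myoblasts (passage 13, 250/well) treated 48 h at 37C with compounds at 1:260 dilution of DMSO stock. Lysed, then beta-galactosidase activity read as FDG fluorescence (ex 480/em 540) after 30 min, with pre-read for autofluorescence.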
PTAP TSG101 blk – qHTS Assay for Iinhibitors of HIV-1 Budding by Blocking the Interaction of PTAP/TSG101; Tumor susceptibility gene 101 protein (Homo sapiens), Q99816; Fluorescence polarization, FITC-PTAP peptide / Tsg101 binding; Potency, µM (highest dose often 115 µM), for inactives: top-dose activity change, negative = inhibition, hits mostly inhibitors; 340,000 tested, under 10 active; AID 493005, 2010; active = well fitted inhibition curve with a large enough effect in the main read-out, with a control signal flat, not every such curve was filed as active; inconclusive = small, poorly fitted or top-dose-only effect, or effect the other way, or a change in a side signal; inactive = no such curve, though single readings can be large or run the other way; also: potency is read from the fitted curve at half-maximal effect; % of control where 0% means no effect
Target sequence (Q99816 whole entry, looked up): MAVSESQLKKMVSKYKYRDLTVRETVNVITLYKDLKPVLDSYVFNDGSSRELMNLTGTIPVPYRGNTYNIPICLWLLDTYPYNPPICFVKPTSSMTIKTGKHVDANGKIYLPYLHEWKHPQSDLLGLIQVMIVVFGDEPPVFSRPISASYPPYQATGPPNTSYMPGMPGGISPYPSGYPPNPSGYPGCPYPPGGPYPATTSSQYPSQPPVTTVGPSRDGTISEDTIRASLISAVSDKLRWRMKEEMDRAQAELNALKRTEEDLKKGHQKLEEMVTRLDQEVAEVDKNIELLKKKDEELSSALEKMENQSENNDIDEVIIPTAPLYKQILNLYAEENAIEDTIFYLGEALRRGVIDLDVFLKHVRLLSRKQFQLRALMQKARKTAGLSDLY
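Steps: Tsg101 binding domain dispensed (10 uM final), compounds pinned in DMSO, FITC-labeled PTAP-motif peptide added (50 nM final); after 20 min binding at room temperature, polarization measured.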
ELG1 repair inh – qHTS screen for small molecules that inhibit ELG1-dependent DNA repair in human embryonic kidney (HEK293T) cells expressing luciferase-tagged ELG1. Potency, µM (highest dose often 46.1 µM), for inactives: at the top dose activity change, negative = inhibition, most hits filed as inhibitors. HEK293T ELG1-luciferase reporter, luminescence, 16 h; DNA damage induced by 5-fluorouridine. 2.3% of 330,000 active; also: potency is read from the fitted curve at half-maximal effect; % is scaled to controls: 0 for no effect and ±100 for the full control effect; nearly all actives have a fitted effect of over 55% in size
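Luminescence from the luciferase reporter, measured 30 min after ONE-Glo reagent at room temperature, was the read-out. Beforehand, 2,000 cells per well were exposed for 16 hr at 37 °C to 5-fluorouridine together with compound or vehicle.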
A-T KAP1 phos – qHTS Assay for Identifying a Potential Treatment of Ataxia-Telangiectasia; […] A-T fibroblasts, KAP-1 phosphorylation AlphaLISA; neocarzinostatin DNA damage 30 min before lysis; Potency, µM (top dose mostly 57.5 µM), inactives show at the highest dose activation, usual class: activators; 0.19% of 320,000 active; AID 485349, 2010; also: potency is read from the fitted curve at half-maximal effect; % of control where 0% means no effect; nearly all actives have a fitted effect of over 45% in size
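hTERT-immortalized A-T patient fibroblasts ([…]), 500 cells/well in OPTI-MEM, 1% FBS, got compounds for 60 min, then NCS for 30 min at 37C. Lysates were then assayed for phospho-KAP-1 by AlphaLISA (anti-pKAP1 donor, anti-KAP1 acceptor beads), 6 hr at 25C.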
TCR act – Activators of T cell receptors: qHTS campaign. primary human leukocytes, anti-CD3, IL-2 HTRF, 48 h. Potency, µM (doses to about 9.22 µM), without a hit: at the top dose activation of IL-2 secretion, hits mostly activators. 330,000 tested, under 10 active; also: % of control where 0% means no effect
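Readout: HTRF IL-2, Eu-cryptate/d2 antibody pair, 320nm excitation, 665nm emission. Stimulus: a-CD3 beads, no co-stimulation. Cells: primary human leukocytes. Exposure: 48 hr with compound.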
TSHR antag – Antagonists of the Thyroid Stimulating Hormone Receptor: HTS campaign. Thyrotropin receptor (Homo sapiens), P16473. TSHR-expressing cells, TSH-stimulated cAMP HTRF, 2 h; active compounds read low. activity change, negative = inhibition, % at 11.5 µM. 0.2% of 330,000 active;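 active = activity change below a set negative limit, meaning inhibition stronger than a set level, cut at about -70% in these data; inconclusive = activity change between two set negative limits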; also: % is scaled to controls: 0 for no effect and ±100 for the full control effect
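TSHR-expressing cells, 200/well, pre-treated with compound, then stimulated with EC80 TSH (4nM final) for 2 hours at 37 deg C. cAMP measured by competitive HTRF: anti-cAMP cryptate antibody in lysis buffer plus cAMP-d2, read after 30 minutes at room temperature.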
Mito fusion yeast – qHTS Assay for Small Molecule Inhibitors of Mitochondrial Division or Activators of Mitochondrial Fusion; S. cerevisiae fusion-defective mutant growth rescue, CellTiterGlo 48 h; Potency, µM (doses to about 46.1 µM), for inactives: top-dose growth rescue (activation), most hits filed as activators; 0.23% of 320,000 active;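 also: potency is read from the fitted curve at half-maximal effect; % of control where 0% means no effect; nearly all actives have a fitted effect of over 45% in size; temperature-sensitive fusion mutants such as fzo1-1 at 37 °C on non-fermentable ethanol glycerol medium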
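Luminescent cell viability in 1536-well qHTS format served as the measure of rescued growth in ts fusion-mutant S. cerevisiae cultured on non-fermentable YPEG for 48 hours at 37C.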
BCR signal inh – qHTS Assay to Find Inhibitors of Chronic Active B-Cell Receptor Signaling. ABC-DLBCL IkBa-CBG/CBR reporter, luminescence ratio, 4 h. Potency, µM (titrated, usually from 46.1 µM), inactives show at the top dose ratio change, negative = lower green/red ratio, most hits filed as inhibitors. 0.05% of 340,000 active. AID 493014, 2011; active = well fitted inhibition curve with a large enough effect in the signal ratio, with a control signal flat, not every such curve was filed as active; inconclusive = small, poorly fitted or top-dose-only effect, or effect the other way, or a change in a side signal; the % refers to the signal ratio;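 also: potency is read from the fitted curve at half-maximal effect; plate controls were basal doxycycline-induced cells for no effect and cells given 10 µM MG132 for full effect; MG132 reads +100%, hits lower the ratio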
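Compounds up to 46 uM were incubated four hours with TMD8 cells whose green CBG68 luciferase is fused to IkappaBalpha; red CBR luminescence normalised the signal, and concentration-effect curves were fitted to fusion, red and ratio data.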
Numbers without * were called inactive; ? = inconclusive; nt = no result given; [ ] = another dose, or the depositor's remark. Unless noted, calls follow the shape of the dose curve; as a rule, active = well fitted curve in the direction sought with a large enough effect; inconclusive = small, poorly fitted or top-dose-only effect, or another doubt; inactive = no such curve, though single readings can be large; an effect the other way counts as inactive or inconclusive.

SMILES	ASM inhibitor	Tb PFK block	Eya2 phos inh	a7 integrin act	PTAP TSG101 blk	ELG1 repair inh	A-T KAP1 phos	TCR act	TSHR antag	Mito fusion yeast	BCR signal inh
COc1ccc(OCCC(=O)Nc2cc(C)on2)cc1	5%	-3%	-16%	-1%	-2%	2%	-2%	-3%	0	-2%	2%
CC(=O)Nc1nc2c(s1)C(=O)NCC(C)(C)C2	-3%	5%	?	7%	-1%	10%	1%	-8%	2	-3%	?
CCCCN(CC)CCCNC(=O)CS(=O)(=O)Cc1nc(-c2cccc(OC)c2)oc1C	0%	-1%	5%	-7%	-6%	-2%	-5%	-1%	6	-5%	?
Cc1ccc(C(=O)OCCn2cc(C#N)c(=O)[nH]c2=O)cc1	0%	0%	9%	-13%	-1%	1%	0%	nt	5	4%	-2%
CC(C)=CCc1c(O)ccc(C(=O)Cc2ccccc2)c1O	-3%	-3%	-2%	0%	-7%	17%	1%	7%	-22	13%	?
O=S(=O)(NCc1nc(-c2ccccc2)no1)c1ccc(F)cc1	-1%	0%	9%	0%	-5%	9%	-5%	-9%	3	4%	?
COc1ccccc1Nc1n[nH]c(=S)s1	6%	?	-6%	-5%	-1%	?	0%	-1%	7	2%	?
Cc1ccc(S(=O)(=O)N2CCN(C(=O)CCC(=O)Nc3ccc(F)cc3F)CC2)cc1	0%	-2%	6%	-11%	2%	-6%	10%	-2%	nt	nt	0%
Cc1[nH]cc(Br)c(=O)c1Oc1ncc(C(F)(F)F)cc1Cl	0%	-1%	13%	-1%	2%	-24%	-2%	2%	0	12%	0%
CCOC(=O)c1nn(-c2ccccc2)c(-c2ccccc2)c1C(=O)c1ccccc1	-1%	0%	-12%	-26%	-3%	2%	3%	-4%	86	-22%	18%
O=C(Nc1ccc(S(=O)(=O)Nc2ncccn2)cc1)c1ccccc1	-1%	2%	8%	0%	-6%	-1%	-3%	nt	-10	2%	0%
CC1(c2ccc(Cl)cc2)NC(=O)N(CC(=O)N2CCN(S(=O)(=O)c3ccccc3)CC2)C1=O (stereo not drawn)	2%	-1%	5%	0%	-8%	-29%	1%	3%	0	-3%	5%
O=[N+]([O-])c1cccc(-c2nc(-c3ccncc3)no2)c1	-1%	0%	-13%	11%	-3%	?	-3%	1%	-1	0%	?
C#CCNC(=O)C1=C[C@@H](c2csc3ccccc23)[C@H](CCCO)[C@@H](OCC)O1	4%	-5%	6%	1%	-3%	5%	-9%	1%	3	-1%	?
NC(=O)Cc1c[nH]c2cccc(O)c12	-1%	-13%	8%	12%	-7%	11%	1%	nt	5	-4%	-2%
O=C(Nc1nc(-c2ccc(F)cc2)cs1)c1cccc(N2C(=O)CCC2=O)c1	-4%	1%	-1%	7%	nt	?	-2%	0%	16	-7%	?
CC(C)C(NC(=O)c1ccccc1)C(=O)OCC(=O)N1CCCCC1 (stereo not drawn)	5%	0%	6%	20%	-3%	-2%	-6%	-1%	-1	-1%	4%
COc1ccc(NC(=O)COC(=O)COc2ccc(Br)cc2)cc1	-4%	-5%	-1%	7%	-3%	-6%	-4%	2%	-8	-3%	3%
Cc1ccc(NC(=O)c2ccc(N3CCOCC3)c([N+](=O)[O-])c2)cc1S(=O)(=O)N1CCOCC1	-19%	2%	-6%	-35%	-1%	21µM*	-10%	4%[46.1 µM]	-34	-1%	?
CCCCC1=CC2=CC(=O)C(C)(OC(=O)CC)C(=O)C2=CN1Cc1ccco1 (stereo not drawn)	34%[activator]	1%	10%	12%	-6%	0%	13%	3%	-9	10%	6%

The closing three compounds of the section before are carried over, then new ones follow:
SMILES	ASM inhibitor	Tb PFK block	Eya2 phos inh	a7 integrin act	PTAP TSG101 blk	ELG1 repair inh	A-T KAP1 phos	TCR act	TSHR antag	Mito fusion yeast	BCR signal inh
COc1ccc(NC(=O)COC(=O)COc2ccc(Br)cc2)cc1	-4%	-5%	-1%	7%	-3%	-6%	-4%	2%	-8	-3%	3%
Cc1ccc(NC(=O)c2ccc(N3CCOCC3)c([N+](=O)[O-])c2)cc1S(=O)(=O)N1CCOCC1	-19%	2%	-6%	-35%	-1%	21µM*	-10%	4%[46.1 µM]	-34	-1%	?
CCCCC1=CC2=CC(=O)C(C)(OC(=O)CC)C(=O)C2=CN1Cc1ccco1 (stereo not drawn)	34%[activator]	1%	10%	12%	-6%	0%	13%	3%	-9	10%	6%
CCc1ccc(S(=O)(=O)/N=C2\C=C(Nc3cccc(C(=O)O)c3)C(=O)c3ccccc32)cc1	-1%	-14%	-20%	25%	-5%	?	-13%	-1%	nt	-13%	?
O=C1N/C(=N\N=C\c2ccco2)SC1Cc1ccc(F)cc1 (stereo not drawn)	4%	0%	11%	-21%	-3%	-5%	-5%	6%	-2	-2%	1%
O=C(Nc1cccc(O)c1)C1CC(c2cccc(Br)c2)=NO1 (stereo not drawn)	-3%	2%	-18%	-8%	0%	16%	-3%	0%	-20	4%	?
O=c1c2cn[nH]c2nc(SCc2cc(=O)n3cc(Br)ccc3n2)n1-c1ccc(Br)cc1	-3%	7%	-3%	-35%	1%	?	-4%	9%	2	-10%	?
COC(=O)c1ccccc1NC(=O)C1=CC(c2cccs2)=NS(=O)(=O)N1C	-8%	-8%	-10%	-2%	-4%	-2%	0%	-2%	-19	1%	?
CCCCN(C(=O)COC(=O)CSc1ccc([N+](=O)[O-])cc1)c1c(N)n(CCC)c(=O)[nH]c1=O	4%	-12%	22%	3%	2%	?	-2%	-1%	4	4%	-19%
Cc1ccc(CNC(=O)C2CCCN(S(=O)(=O)c3c(C)[nH]c(=O)[nH]c3=O)C2)cc1 (stereo not drawn)	4%	-2%	-3%	-27%	?	2%	-3%	0%	17	nt	0%
CC1CN(C(=O)CCC(=O)NCc2ccccc2)c2cc(Cl)ccc2O1 (stereo not drawn)	3%	3%	-7%	-13%	-8%	18%	20%	-1%	-37	-5%	12%
CCOc1ccccc1NC(=S)Nc1ncccc1C	0%	4%	-3%	-20%	-1%	?	1%	-13%[46.1 µM]	-15	24%	-11%
O=C(c1sc2ccccc2c1Cl)N1CCN(c2ccc(F)cc2)CC1	-8%	-1%	-6%	0%	-3%	9%	7%	0%	-14	2%	1%
NC(=S)N/N=C\c1ccccc1OCc1ccccc1	-3%	1%	1%	8%	-1%	-8%	-5%	2%[46.1 µM]	-1	16%	?

Sorted by value in TSHR antag (descending): 3 of the compounds above
mol	TSHR antag
CCCCN(C(=O)COC(=O)CSc1ccc([N+](=O)[O-])cc1)c1c(N)n(CCC)c(=O)[nH]c1=O	4
CC(C)C(NC(=O)c1ccccc1)C(=O)OCC(=O)N1CCCCC1 (stereo not drawn)	-1
CCCCC1=CC2=CC(=O)C(C)(OC(=O)CC)C(=O)C2=CN1Cc1ccco1 (stereo not drawn)	-9
